Screening results: PubChem BioAssay, National Center for Advancing Translational Sciences (NCATS)
Texas Red fluor = compounds fluorescent in Texas Red spectral region; Compound fluorescence, Texas Red channel, 547/618 nm; hits give high values; max dye-equivalent concentration, M; hit rate 0.06% among 59,000; in the data active = max dye-equivalent concentration above about 10 nM; inconclusive = between about 1.1 nM and that limit
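qHTS profiling of intrinsic compound fluorescence; 100 mM Tris pH 8.0; 15 min RT; ex 547 / em 618 nm; response expressed as Texas Red dye-equivalent concentration from six-point plate standard.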
4MU fluor = compound fluoresces in the 4-MU spectral region | hit rate 11% among 59,000 | max dye-equivalent concentration, M | compound autofluorescence, 340/450 nm, 4-MU equivalents; hits give high values | AID 589; in the data active = max dye-equivalent concentration above about 10 nM; inconclusive = mostly about 1.1 nM to 9.6 nM
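Compounds in 100 mM Tris, pH 8.0, incubated 15 min at room temperature, then fluorescence read at 340 nm excitation/450 nm emission. Signal converted to 4-MU dye-equivalent concentration using an on-plate six-point 4-MU standard curve.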
UbGFP stabilizer = ubiquitin-GFP accumulation via proteasome inhibition. Ubiquitin-GFP reporter cells, proteasome inhibition, GFP fluorescence; response scale: untreated = 0%, 10 µM MG-132 = 100%. Potency, µM (series often up to 45.9 µM), without a hit: at the top dose activation (GFP accumulation), most hits filed as activators. 67,000 tested, under 10 active. AID 526; active = well fitted activation curve with a large enough effect, not every such curve was filed as active; inconclusive = small, poorly fitted or top-dose-only effect, or another doubt; inactive = no such curve, though single readings can be large or run the other way; note: potency is the fitted concentration of half-maximal effect
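Proteasome blockade was scored as a rise in GFP-expressing U2OS cells carrying a ubiquitin(G76V)-GFP construct, imaged after 4 hr compound treatment at 37 °C across a 46 uM–2.9 nM series.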
Hsp90 Hop PPI = changes Hsp90-Hop TPR2A binding signal, up or down | Potency, µM (top dose mostly 57 µM), inactives show at the highest dose activity change, negative = inhibition | AlphaScreen TPR2A-His6 binding biotin-Hsp90 C-terminal peptide | hit rate 0.44% among 71,000; active = well fitted curve in either direction with a large enough effect; inconclusive = small, poorly fitted or top-dose-only effect, or another doubt; note: potency is the fitted concentration of half-maximal effect; % is set by controls: 0 for no effect and ±100 for the full control effect; many of its hits are not listed in these tables
GFP derepression = epigenetic GFP locus derepression in mouse cells; Potency, µM (doses to about 46.1 µM), without a hit: at the top dose GFP derepression (activation); mouse C127i GFP locus derepression, cytometry, 30 h; hit rate 0.09% among 68,000; note: % of control where 0% means no effect
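Read-out is the number of GFP-positive cells, scored as fluorescent objects 20 to 120 um wide, reflecting derepression of a silenced CMV-GFP reporter in murine C127i cells after 30 h compound exposure at 37 C.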
Pol III holo inh = inhibitors of bacterial DNA polymerase III holoenzyme. reconstituted DNA polymerase III holoenzyme replication, biochemical. Potency, µM (series often up to 57.1 µM), for inactives: at the highest dose activity change, negative = inhibition. hit rate 0.25% among 71,000. AID 603; note: potency is the fitted concentration of half-maximal effect; % is set by controls: 0 for no effect and ±100 for the full control effect
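Reconstituted *E. coli* holoenzyme (0.35 nM Pol III, 1 nM beta, 154 nM SSB, 2 nM primase) was preincubated with compound for 15 min at RT. Synthesis on 1.4 nM ssM13Gori ran 35 min, then was stopped with PicoGreen/EDTA and read as dsDNA fluorescence.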
Fluorescein autfl = compound autofluorescence in fluorescein spectral region; hit rate 0.91% among 59,000; Compound autofluorescence, 480/540 nm, fluorescein-equivalent; hits give high values; AID 593; max fluorescein-equivalent concentration, M; in the data active = max fluorescein-equivalent concentration above about 10 nM; inconclusive = between about 1.1 nM and that limit
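Read-out is intrinsic compound fluorescence at 480/540 nm (excitation/emission), expressed as dye-equivalent concentration using a fluorescein standard series run on every plate. Compounds sat 15 min at room temperature in 100 mM Tris, pH 8.0.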
Rhodamine autofl = compound fluoresces in the rhodamine spectral region; Rhodamine-region fluorescence, 547/598 nm, Tris buffer; hits give high values; max dye-equivalent concentration, M; hit rate 0.05% among 59,000; in the data active = max dye-equivalent concentration above about 11 nM; inconclusive = between about 1.1 nM and that limit
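qHTS spectral profiling of compounds without any target or enzyme present, in pH 8.0 Tris buffer; plates were read after a 15-minute room-temperature incubation using the rhodamine-region filter set.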
HADH2 inh = HADH2 (human) dehydrogenase inhibition; Potency, µM (top dose mostly 57.1 µM), inactives show at the highest dose activity change, negative = inhibition, hits mostly inhibitors; hit rate 3.4% among 73,000; AID 886; recombinant HADH2, NADH fluorescence, beta-hydroxybutyryl-CoA; note: potency is the fitted concentration of half-maximal effect; % is set by controls: 0 for no effect and ±100 for the full control effect; nearly all actives have a fitted effect of over 60% in size; many of its hits are not listed in these tables
Target sequence (Q99714 whole entry, looked up, one chain of several): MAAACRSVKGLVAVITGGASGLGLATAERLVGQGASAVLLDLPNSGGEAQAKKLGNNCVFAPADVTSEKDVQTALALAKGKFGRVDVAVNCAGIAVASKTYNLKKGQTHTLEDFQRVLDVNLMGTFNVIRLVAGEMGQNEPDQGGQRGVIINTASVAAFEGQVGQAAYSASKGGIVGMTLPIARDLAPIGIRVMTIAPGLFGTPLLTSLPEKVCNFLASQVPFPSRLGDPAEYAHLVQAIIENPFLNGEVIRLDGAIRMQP
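Activity measured as NADH fluorescence gain (360/450 nm), taken as the change between first and last reads of a 4-min kinetic run. Conditions: pH 9.0 Tris buffer, 20 nM E. coli-expressed His-tagged enzyme, 1 mM NAD+, 90 uM beta-hydroxybutyryl-CoA; 15-min compound preincubation.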
HBB splicing = hemoglobin beta splicing modulation | HBB splicing reporter cell assay, activation; EGFP reporter with mutant IVS2-654 intron; response scale: normalised to 500 nM splice-correcting PNA | Potency, µM (doses to about 46.1 µM), without a hit: top-dose activation, hits mostly activators | hit rate 0.06% among 65,000 | AID 925; note: potency is the fitted concentration of half-maximal effect; 0% is about no effect
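HeLa cells stably expressing EGFP interrupted by mutant beta-globin intron 2 (IVS2-654), 500/well in 2% FCS. Treated with compound for 2 days at 37C. Splicing correction scored as total well GFP intensity (488 nm excitation, 500-520 nm emission); 500 nM antisense PNA served as control.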
15-hLO inh = blocks human 15-lipoxygenase activity | AID 887 | P16050 | Potency, µM (top dose mostly 57.1 µM), for the others: at the top dose activity change, negative = inhibition, actives largely listed as inhibitors | hit rate 1.4% among 74,000 | purified 15hLO-1, xylenol orange hydroperoxide absorbance; note: potency is the fitted concentration of half-maximal effect; % is set by controls: 0 for no effect and ±100 for the full control effect; nearly all actives have a fitted effect of over 55% in size
Target sequence (P16050 whole entry, looked up): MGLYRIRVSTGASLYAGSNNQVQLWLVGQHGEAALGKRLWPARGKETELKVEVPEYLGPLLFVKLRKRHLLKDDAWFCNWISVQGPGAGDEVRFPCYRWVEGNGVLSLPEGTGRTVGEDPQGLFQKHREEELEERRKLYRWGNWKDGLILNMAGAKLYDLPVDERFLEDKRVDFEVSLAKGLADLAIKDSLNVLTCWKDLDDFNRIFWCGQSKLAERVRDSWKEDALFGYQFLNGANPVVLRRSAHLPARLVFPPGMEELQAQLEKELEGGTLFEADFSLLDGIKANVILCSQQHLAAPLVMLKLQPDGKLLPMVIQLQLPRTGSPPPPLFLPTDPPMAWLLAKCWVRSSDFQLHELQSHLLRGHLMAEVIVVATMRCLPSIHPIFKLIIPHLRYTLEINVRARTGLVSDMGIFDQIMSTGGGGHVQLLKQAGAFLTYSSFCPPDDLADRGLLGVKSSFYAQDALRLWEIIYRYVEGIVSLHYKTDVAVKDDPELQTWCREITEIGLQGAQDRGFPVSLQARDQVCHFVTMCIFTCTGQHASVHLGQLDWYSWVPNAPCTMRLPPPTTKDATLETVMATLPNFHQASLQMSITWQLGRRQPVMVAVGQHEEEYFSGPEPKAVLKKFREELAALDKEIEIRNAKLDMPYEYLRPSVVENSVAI
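Readout: Fe(III)-xylenol orange absorbance, 573-to-405 nm ratio as reaction progress. Enzyme 40 nM purified human 15hLO-1, substrate 50 uM arachidonic acid, 6 min RT after 15 min compound preincubation; Hepes pH 7.5 buffer with Triton X-100.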
* hit, by the source's call; i = inactive; ? = inconclusive; / = no result given; & = joins results of further samples; [ ] = another dose, or the depositor's remark. Unless noted, calls come from the whole dose curve; as a rule, active = well fitted curve in the direction sought with a large enough effect; inconclusive = small, poorly fitted or top-dose-only effect, or another doubt; inactive = no such curve, though single readings can be large; an effect the other way counts as inactive or inconclusive. Only part of the results is shown; the hit share may differ from the screen's.

SMILES	Texas Red fluor	4MU fluor	UbGFP stabilizer	Hsp90 Hop PPI	GFP derepression	Pol III holo inh	Fluorescein autfl	Rhodamine autofl	HADH2 inh	HBB splicing	15-hLO inh
O=c1c(-c2ccc(Cl)cc2)nc2cnc(N3CCNCC3)nc2n1Cc1ccc(F)cc1	i	3.5e-08M*	-8%	15%	-3%[9.22 µM]	-7%	i	i	45%[activator]	-0.6%	-13%
CCOC(=O)c1cc(-c2ccccc2)sc1NC(=O)CSc1nnnn1C	i	i	-4%	0%	0%	0%	i	i	-18%	-0.2%[57.5 µM]	-6%
O=C(c1cccc(C(=O)N2CCN(c3ccccc3F)CC2)c1)N1CCN(c2ccccc2F)CC1	/	/	26%[9.17 µM]	-7%[11 µM]	-2%	-2%[11.4 µM]	/	/	?	-0.4%[0.0738 µM]	5%[11.4 µM]
CC(C)NC(=O)CN(C)S(=O)(=O)c1ccc(F)cc1	?	i	-3%	1%	-2%	-6%	i	i	2%	10%	-4%
N#CC1=C(N)Oc2n[nH]c(-c3ccccc3)c2C1c1cccc(OC(=O)N2CCOCC2)c1 (stereo unspecified)	/	/	-6%	-9%	-4%	1%	/	/	-18%	-2.5%	-15%
O=C(COc1ccc(Cl)cc1)Nc1ccccc1CO	i	i	/	/	5%[20.6 µM]	/	i	i	/	/	/
COc1ccc(-c2cc(-c3ccc(OC)cc3)[nH]n2)cc1	i	i	0%	-2%	-1%	-4%	?	i	5%	0.3%	-3%
O=c1cnc2cncnc2n1Cc1ccccc1	i	i	-6%	2%	0%[9.22 µM]	-10%	i	i	8%	?	6%
CC1CN(S(=O)(=O)c2ccc(C(=O)Nc3sc4c(c3C(N)=O)CCN(C)C4)cc2)CC(C)O1 (stereo unspecified)	/	/	28%	0%	/	-3%	/	/	-11%	1.6%	?
COc1ccc(N(Cc2cc3cc(OC)ccc3[nH]c2=O)S(C)(=O)=O)cc1	?	?	7%	-3%	0%	8%	i	i	-1%	-1.1%	-4%

An excerpt of these results, with two lines to a compound:
Value order: Texas Red fluor | 4MU fluor | UbGFP stabilizer | Hsp90 Hop PPI | GFP derepression | Pol III holo inh | Fluorescein autfl | Rhodamine autofl | HADH2 inh | HBB splicing | 15-hLO inh
- CCOC(=O)c1cc(-c2ccccc2)sc1NC(=O)CSc1nnnn1C
 : i | i | -4% | 0% | 0% | 0% | i | i | -18% | -0.2%[57.5 µM] | -6%
- O=C(c1cccc(C(=O)N2CCN(c3ccccc3F)CC2)c1)N1CCN(c2ccccc2F)CC1
 : / | / | 26%[9.17 µM] | -7%[11 µM] | -2% | -2%[11.4 µM] | / | / | ? | -0.4%[0.0738 µM] | 5%[11.4 µM]
- CC(C)NC(=O)CN(C)S(=O)(=O)c1ccc(F)cc1
 : ? | i | -3% | 1% | -2% | -6% | i | i | 2% | 10% | -4%
- N#CC1=C(N)Oc2n[nH]c(-c3ccccc3)c2C1c1cccc(OC(=O)N2CCOCC2)c1 (stereo unspecified)
 : / | / | -6% | -9% | -4% | 1% | / | / | -18% | -2.5% | -15%
- O=C(COc1ccc(Cl)cc1)Nc1ccccc1CO
 : i | i | / | / | 5%[20.6 µM] | / | i | i | / | / | /
- COc1ccc(-c2cc(-c3ccc(OC)cc3)[nH]n2)cc1
 : i | i | 0% | -2% | -1% | -4% | ? | i | 5% | 0.3% | -3%
- O=c1cnc2cncnc2n1Cc1ccccc1
 : i | i | -6% | 2% | 0%[9.22 µM] | -10% | i | i | 8% | ? | 6%
- CC1CN(S(=O)(=O)c2ccc(C(=O)Nc3sc4c(c3C(N)=O)CCN(C)C4)cc2)CC(C)O1 (stereo unspecified)
 : / | / | 28% | 0% | / | -3% | / | / | -11% | 1.6% | ?

The results go on.
SMILES	Texas Red fluor	4MU fluor	UbGFP stabilizer	Hsp90 Hop PPI	GFP derepression	Pol III holo inh	Fluorescein autfl	Rhodamine autofl	HADH2 inh	HBB splicing	15-hLO inh
Cc1cc(C(F)(F)F)nn1CC(=O)NCc1ccccc1	i	i	2%	-2%	-3%	-6%	?	i	-3%	0.8%	-12%
Cc1sc2ncnc(NCc3ccco3)c2c1C	/	/	13%	-5%	2%	-3%	/	/	-15%	-0.4%[9.22 µM]	?
Cc1ccn(CCSCC(=O)O)n1	i	i	1%	-6%	1%	-4%	i	i	6%	/	10%
NC(=O)c1c(NC(=O)Cc2cccs2)sc2c1CCC2	?	i	4%	-6%	1%	-1%	?	i	-12%	-0.4%[57.5 µM]	-6%
O=C(c1cc2ccccc2o1)N1CCCCCC1	i	i	5%	-3%	3%	-1%	i	i	-7%	0.1%	2%
CCSc1nc2cc(C(=O)OC)ccc2c(=O)n1CC	i	1.4e-08M*	-8%	22%	0%	-3%	i	i	3%	1.5%	-4%
O=Cc1ccc(Cl)c(Cl)c1	/	/	/	-2%	/	2%	/	/	-11%	1.1%	4%
COc1cccc(NC2=NC3(CCCCC3)N=C(N)N2)c1	?	i	1%	-2%	6%	-4%	?	i	6%	-0.8%	-1%
Cc1noc(C)c1COC(=O)c1cc2c3ccccc3n(C)c2s1	i	2.6e-08M*	-3%	?	-1%	-4%	?	i	-18%	-0.2%[57.5 µM]	?
c1csc(Cn2c(-c3cccs3)nc3ccccc32)c1	?	i	-3%	0%	-2%	-11%	?	i	20µM*	-2.4%	-13%
CC(CCc1ccco1)NC(=O)Cn1ncc2c1-c1ccccc1OC2 (stereo unspecified)	/	/	3%	-8%	17%	-1%	/	/	3%	-0.1%	-8%
Cn1c(=O)c(C(=O)Nc2ccccn2)c(O)c2ccccc21	?	i	4%	1%	4%	-6%	i	i	14%	/	1%
Cc1ccc(Cn2c(SCC(=O)Nc3cccc(C)n3)nc3c2c(=O)n(C)c(=O)n3C)cc1	i	i	-7%	0%	0%	-3%	?	i	30%	1.9%	-12%
O=C(NCc1ccccc1F)C1CCN(C(=O)NCc2ccccc2)CC1	i	i	3%	-1%	0%	-4%	i	i	-1%	-0.1%[57.5 µM]	16%
Cc1cc(S(=O)(=O)N(C)CCc2ccccc2)ccc1-n1cnnn1	i	i	0%	2%	1%	-2%	i	i	-12%	-0.2%[57.5 µM]	-1%
S=c1[nH]nc(COc2ccc3c(c2)OCO3)n1-c1ccccc1	i	i	6%	-4%	2%	-5%	i	i	-10%	-1.2%	-4%
CC(C)NC[C@H](O)c1ccc2ccccc2c1	?	i	-5%	-4%	0%	-3%	?	i	6%	0.4%[20.6 µM]	0%&3%[25.6 µM]
COCCNC(=O)CN(C)S(=O)(=O)c1ccc(Br)cc1	/	/	-7%	-1%	2%	-8%	/	/	2%	-0.1%[9.22 µM]	1%
Cn1c(CCc2ccccc2)nnc1SCC(=O)N1CCCC1	i	i	4%	-3%	3%	-1%	?	i	0%	0.2%	10%
Cc1nnc(Nc2ccc3c(c2)ncn3C)c2ccccc12	i	i	1%	-2%	-3%	-1%	i	i	-12%	/	0%
COC(=O)c1c(C(=O)OC)c2n(c1C)CCC2	/	/	6%	-6%	4%	1%	/	/	-4%	-1.0%	4%
COc1ccc(-c2cc(C(=O)N3CC4(C)CC3CC(C)(C)C4)no2)cc1OC (stereo unspecified)	i	i	3%	-1%	4%	-2%	i	i	-15%	-1.0%	-12%
COc1ccc(N2CCN(C(c3cccs3)C(C)NC(=O)c3ccco3)CC2)cc1 (stereo unspecified)	i	i	10%	-14%	-1%	-1%	i	i	-5%	5.3%	-19%
O=C(Nc1cccc(Cl)c1N1CCCC1)c1cc2ccccc2o1	?	i	3%	5%	5%	-2%	i	i	-16%	-0.8%	-10%
CN1CCN(c2ncc3nc(-c4cccc(C#N)c4)c(=O)n(CCc4ccccc4)c3n2)CC1	i	i	4%	-2%	-2%[9.22 µM]	-13%	?	i	37%[activator]	-0.3%	-12%
CCOC(=O)C(C(=O)Nc1nccs1)C1CCCCC1 (stereo unspecified)	/	/	11%	-3%	5%	-4%	/	/	-6%	0.1%	1%
Nc1ccc(O)cc1	/	/	/	-7%	/	-18%	/	/	3.2µM*	1.2%	?
O=C(NCCCN1CCN(c2ccccc2F)CC1)C1CCC(=O)N1C1CCCCC1 (stereo unspecified)	i	i	-11%	-3%	1%	1%	i	i	12%	-0.5%	8%
